Cneo AK release: Cryptococcus neoformans lysis via adenylate kinase release; AID 651654; C. neoformans lysis, adenylate kinase release luminescence, 4 h; normalised: neutral wells 0, clomiphene wells 100; 360,000 compounds, 0.2% hits; lysis activity, % at 15 µM;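 active = mean lysis activity across replicates of at least 80%, whatever share of replicates individually reach that level; inactive = mean lysis activity below 80%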
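Test system: log-phase Cryptococcus neoformans yeast cells; Quantity: yeast cell density of 5 × 10^6 cells/mL; Buffer or medium: YPD; Doses: single compound concentration per well; Timing: 4 h at 37 °C static, read 1 h later; Measured by: AK luminescence; Read-out basis: lysis from increased AK signal; Control set: Clomiphene as positive control.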
FN deposition inh: fibronectin deposition inhibition; AH1F fibroblasts, Alexa488-fibronectin deposition fluorescence, overnight; inhibition, % at 12.6 µM; 350,000 compounds, 0.086% hits; AID 743247;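 active = mean inhibition across replicates of 30% or more, regardless of how many single replicates reach that level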;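 note: positive control wells lacked labelled fibronectin entirely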
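Schedule: 1 h cell adhesion before compound, then overnight fibronectin incubation; test system: AH1F fibroblast monolayer depositing Alexa488-labelled fibronectin into matrix; quantity: 10000 AH1F cells per well; probe or stimulus: fluorescent fibronectin at 24 nM final; signal: fluorescence, ex 485 nm, em 525 nm; evaluation: percent inhibition as loss of matrix-bound fibronectin fluorescence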
PGC1a acetyl inh: PGC1a acetylation modulation, inhibitor mode. U2OS PGC1a acetylation, AlphaScreen anti-acetyl-lysine; with virally co-expressed GCN5 acetyltransferase. inhibition, % at 15.6 µM. 350,000 compounds, 0.17% hits;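 active = every replicate shows inhibition of at least 40%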;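 note: 0% = neutral control wells and 100% = positive control wells; some results beyond the cut were filed as inactive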
LGR2 antag: inhibitors of bursicon-induced Drosophila LGR2 receptor cAMP signaling; inhibition, % at 9.99 µM; HEK293 LGR2, CRE-luciferase, bursicon-stimulated, 4 h; 380,000 compounds, 0.35% hits;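 active = drop in luminescence signal, shown as inhibition above about 50% in the replicate tests, limit read from the data, passing the limit was not always enough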;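 note: agonist challenge used bursicon conditioned medium at about half maximal strength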
EWS-Fli inh: inhibitors of EWS/Fli oncoprotein transcriptional activity. AID 651661. 350,000 compounds, 0.67% hits. inhibition, % at 12.6 µM. A673 NR0B1-luciferase reporter, viability-normalised;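 active = mean inhibition of at least 50% after viability correction, with every replicate also passing that limit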;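 note: firefly luciferase signal divided by Alamar Blue viability fluorescence both relative to DMSO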
miR122 inh: blocks miR-122 activity in Huh7 sensor cells. activation (reporter increase), % at 12.5 µM. AID 602342. 340,000 compounds, 0.3% hits. Huh7 miR-122 Renilla luciferase sensor, 48 h; neutral wells = 0, positive control = 100;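 active = mean replicate activation score at least 90 and every replicate individually at or above 90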;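 note: higher luciferase means less miR-122 activity so hits act as miR-122 inhibitors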
CASP6 VEID inh: blocks human caspase-6 cleavage activity; P55212; purified caspase-6, Z-VEID-R110 cleavage fluorescence; 350,000 compounds, 0.53% hits; inhibition, % at 12.5 µM;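 active = mean inhibition across replicates at least about 35%, with every replicate also reaching that limit, limit read from the data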;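 note: 0% = median of neutral control wells and 100% = no fluorescence left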
Target sequence (P55212 24-179 limits assumed): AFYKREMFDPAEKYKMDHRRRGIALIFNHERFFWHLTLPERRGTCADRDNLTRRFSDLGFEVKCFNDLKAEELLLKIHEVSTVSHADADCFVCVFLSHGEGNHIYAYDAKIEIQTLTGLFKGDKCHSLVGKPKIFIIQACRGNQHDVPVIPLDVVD
Target sequence (P55212 194-293 limits assumed): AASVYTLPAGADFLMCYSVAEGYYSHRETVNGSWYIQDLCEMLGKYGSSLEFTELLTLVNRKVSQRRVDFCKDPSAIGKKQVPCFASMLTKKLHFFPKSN
PAX8 reporter: lowers PAX8-driven luciferase in RMG-I cells. RMG-I TPO-luciferase reporter, SteadyGlo, 24 h. inhibition, % at 12.6 µM. 360,000 compounds, 1.2% hits;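 active = mean replicate inhibition at least 60% with every replicate also reaching 60%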;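 note: luciferase light reporting Pax8 driven TPO promoter activity; plate controls were median of neutral control wells for no effect and mitoxantrone controls for full effect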
The depositor's hits bear a star; / = no result given; [ ] = another dose, or the depositor's remark.

SMILES	Cneo AK release	FN deposition inh	PGC1a acetyl inh	LGR2 antag	EWS-Fli inh	miR122 inh	CASP6 VEID inh	PAX8 reporter
Cc1ccc(C(=O)NNC(=O)c2ccc3c(c2)OCCO3)cc1	0	-4	2	-37	-88	-1	3	-171
CC1CCCCC12NC(=O)N(CC(=O)Nc1ccccc1N1CCOCC1)C2=O (stereo unspecified)	/	5	/	/	-9	/	-2	-6
CN(C(=O)C1CCC(=O)N(Cc2cccc(F)c2)C1)C1CCCCC1 (stereo unspecified)	-2	1	3	-59	-100	-7	-3	/
CCCCn1nnnc1C(c1cc2ccccc2o1)N(C)Cc1ccc(Cl)c(Cl)c1 (stereo unspecified)	/	8	/	-2	12	/	-2	-9
O=C1NCCOC(=O)[C@@H](Cc2ccc(F)cc2)C/C=C\C[C@@H]1CC(=O)N(CCO)Cc1ccccc1	-1	3	/	4	-13	-6	-1	-2
COCc1ccc(C(=O)N2CCCC(C(=O)c3cc(F)ccc3F)C2)s1 (stereo unspecified)	0	-13	-3	-15	-5	0	0	17
Cc1cc(/C=C2\C(=N)N3N=C(c4ccco4)SC3=NC2=O)c(C)n1Cc1ccccc1	/	0	1	-9	9	/	-1	-2
COCC#Cc1cnc2c(c1)C(=O)N([C@@H](C)CO)C[C@@H](C)[C@H](CN(C)C(=O)NC1CCCC1)O2	4	-3	-7	-8	-2	-5[16.7 µM]	-1	/
CCOC(=O)c1[nH]cnc1C(=O)Nc1ccc(Cl)cc1	/	-9	/	17	-2	/	0	-24
CC=Cc1ccc2n(c1=O)C[C@H]1[C@H](CO)[C@@H](C(=O)N3CCOCC3)N(Cc3ccccc3OC)[C@@H]21 (mixture of isomers)	1	/	/	3	15	/	0	/
CCn1c(=NC(=O)c2ccc(N3C(=O)CCC3=O)cc2)sc2c(OC)ccc(OC)c21	1	10	3	-1	5	2	-1	10
N#CCC(CNc1ncc(C(F)(F)F)cc1Cl)OC(=O)c1ccc(Cl)cc1 (stereo unspecified)	-1	-1	-6	/	/	6	/	/
Cc1noc(C)c1S(=O)(=O)Nc1ccc2c(c1)C(=O)N([C@@H](C)CO)C[C@@H](C)[C@@H](CN(C)Cc1ccccc1)O2	-2	/	/	-4	-2	11[16.7 µM]	-4	9
COc1ccc(CN2C(=O)NC3(CCCCCC3)C2=O)cc1F	-1	/	-14	-5	/	-8	1	/
Cc1cccc(CNc2ccc(C(CC(N)=O)NC(=O)c3cccc(Br)c3)cc2[N+](=O)[O-])c1 (stereo unspecified)	0	4	11	9	1	0	12	-10
COc1cccc(NC(=O)CN(C)S(=O)(=O)c2ccc3c(c2)n(C)c(=O)c(=O)n3C)c1	-2	-4	14	14	1	-5	3	5
O=C(CSc1cn(CC(=O)N2CCCCCC2)c2ccccc12)NCC1CCCO1 (stereo unspecified)	/	/	/	-13	4	/	6	7
COC(=O)c1c(-c2ccc(S(C)(=O)=O)cc2)sc2cc(OC)ccc12	-1	7	5	-108	-91	1	-3	-74
O=C(NCc1cccnc1)c1ccc2nc([C@@H]3O[C@H](CO)[C@H](O)[C@H](O)[C@H]3O)[nH]c2c1	0	/	-9	-5	-9	-6	14	11
CC[C@]12c3[nH]c4ccccc4c3CCN1C(=O)C(CC(=O)NCCCn1ccnc1)C[C@@H]2C(=O)N1CCN(C(=O)c2ccco2)CC1 (stereo partly specified)	1	-3	-2	19	0	-4	-46	0
CCn1cc(C(=O)N2CCOCC2)c(=O)c2cc(S(=O)(=O)N(C)C)ccc21	-3	-12	/	9	1	/	-1	-8
C=CCNc1oc(COc2ccc(C)cc2)nc1C#N	1	-9	13	-15	-21	1	1	-44
CC(C)CC#Cc1ccc2c(c1)O[C@@H](CN(C)C(=O)Nc1ccccc1)[C@@H](C)CN([C@@H](C)CO)S2(=O)=O	0	-4	4	19	21	12[16.7 µM]	0	/
O=c1[nH]c(Cc2ccc(Cl)cc2)nc2ccccc12	/	/	/	11	-7	/	-2	3
CC(=O)c1ccc(-n2c(C)ccc2-c2ccccc2)cc1	-3	-5	0	/	/	-2	/	/

Three of the entries above in order of their number in LGR2 antag, highest first:
| Molecule | LGR2 antag |
| --- | --- |
| CC(C)CC#Cc1ccc2c(c1)O[C@@H](CN(C)C(=O)Nc1ccccc1)[C@@H](C)CN([C@@H](C)CO)S2(=O)=O | 19 |
| Cc1noc(C)c1S(=O)(=O)Nc1ccc2c(c1)C(=O)N([C@@H](C)CO)C[C@@H](C)[C@@H](CN(C)Cc1ccccc1)O2 | -4 |
| COc1ccc(CN2C(=O)NC3(CCCCCC3)C2=O)cc1F | -5 |

New compounds follow:
SMILES	Cneo AK release	FN deposition inh	PGC1a acetyl inh	LGR2 antag	EWS-Fli inh	miR122 inh	CASP6 VEID inh	PAX8 reporter
O=C(NCCCN1CCOCC1)C(c1ccccc1)c1ccccc1	-1	4	4	/	4	3	-24	3
Cc1cnc(NC(=O)CSc2c(Cl)cccc2Cl)s1	4	/	0	9	/	-2	/	/
COc1cccc(C(=O)NCCCNc2nc3cc(C)cc(C)c3cc2C#N)c1	/	10	-2	7	11	-10	1	17
Cc1ccc(NC(=O)COc2ccc(/C(N)=N/O)cc2)cc1C	2	1	/	/	18	-5	1	54
Cc1ccc(-c2cn3c(=O)cc(C)[nH]c3n2)cc1	-3	-6	3	/	/	1	/	-167
CC1CCCC(C)N1/N=C/c1ccc(Cl)cc1 (stereo unspecified)	1	1	-4	/	/	-4	/	-2
O=C(CCCC(=O)OCC(F)(F)C(F)F)Nc1ccccc1F	/	/	/	33	-2	/	0	-3
C[C@H](CO)N1C[C@H](C)[C@@H](CN(C)S(C)(=O)=O)Oc2ccc(NC(=O)Cc3cn(C)c4ccccc34)cc2C1=O	-2	/	-8	/	2	-2[16.7 µM]	2	16
COc1ccccc1/C=C/C(=O)NCC(=O)N/N=C/c1ccc(C)o1	/	3	8	-7	-9	3	-5	8
O=C(Nc1ccc(N2CCOCC2)nc1)c1cccs1	1	8	-2	-40	-49	-5	0	-70
C[C@@H]1CN([C@H](C)CO)C(=O)c2cc(-c3ccc(C(=O)N(C)C)cc3)cnc2O[C@H]1CN(C)C(=O)C1CC1	48	-24	-17	21	-15	-6[16.7 µM]	-2	/
C[C@@H]1CN([C@H](C)CO)C(=O)Cc2cc(NS(=O)(=O)c3cccs3)ccc2O[C@@H]1CN(C)C(=O)Nc1ccccc1	-1	/	-3	-15	-3	-5[16.7 µM]	1	-22
COc1ccccc1NS(=O)(=O)c1cc(NC(=O)c2cccs2)ccc1N1CCOCC1	/	2	-31	20	8	112*	2	18
COC(=O)c1c(NC(=O)CC2SCC(C(=O)OC)NC2=O)sc2c1CCCC2 (stereo unspecified)	-1	-2	9	/	/	-4	/	-1
Cc1cc(C(C)(C)C)cc(CN2CCN(S(=O)(=O)c3cccs3)CC2)c1O	1	-6	-4	10	-3	0	1	-2
COC(=O)c1c(NC(=O)CN(c2ccccc2)S(C)(=O)=O)sc2c1CCCC2	2	-4	/	-9	/	3	/	7
NC(=O)C1CCCN(C(=O)c2cccc(S(=O)(=O)N(Cc3ccccc3)c3ccccc3)c2)C1 (stereo unspecified)	-2	-8	5	2	-5	11	3	-6
N#CC1(NC(=O)CSc2nnc3n2CCCCC3)CCCCC1	-1	3	8	-1	-4	-8	1	-6
COc1ccccc1NC(=O)CS(=O)(=O)c1cn(CC(=O)N2CCOCC2)c2ccccc12	/	1	/	-12	4	/	3	-3
OC[C@@H]1CN(Cc2cccc(C(F)(F)F)c2)C[C@H](n2cnc3c(NC4CC4)ncnc32)O1	-2	-10	/	-9	4	-18	1	-12
O=C(CCc1ccccn1)N1CCCC(CNS(=O)(=O)c2cccs2)C1 (stereo unspecified)	/	-3	-12	24	3	/	0	-1
NS(=O)(=O)c1ccc(CCNC(=O)Nc2ccc(Cl)cc2)cc1	-2	-2	6	/	/	1	/	7
COc1ccc(N(CC(=O)Nc2cc(OC)c(OC)cc2C(=O)O)S(=O)(=O)c2c(C)noc2C)cc1	1	2	-6	-1	/	-9	4	9
CCOC(=O)C1=C(COC(=O)COc2ccc(C#N)cc2)NC(=O)NC1C (stereo unspecified)	0	2	/	8	/	/	3	-2
CCCCn1c(CN2CCOCC2)nc2c1c(=O)n(C)c(=O)n2C	3	4	/	/	12	/	-1	-10
(list continues)
SMILES	Cneo AK release	FN deposition inh	PGC1a acetyl inh	LGR2 antag	EWS-Fli inh	miR122 inh	CASP6 VEID inh	PAX8 reporter
COc1ccc(CNC(=O)C2(CC3CC(c4ccccc4)=NO3)CCN(C(=O)c3cccc(O)c3)CC2)cc1 (stereo unspecified)	-1	-1	9	2	-6	-5	-2	-1
C[C@H]1CN([C@@H](C)CO)S(=O)(=O)c2ccc(C#CCC3CCCC3)cc2O[C@H]1CN(C)C(=O)CC1CC1	-4	/	24	18	13	0[16.7 µM]	0	46
COC(=O)C1=C(O)/C(=C\c2ccc(O)c(OC)c2)N=C1C	0	/	9	-3	/	-2	/	/
C/C(=N\NC(=O)c1ccn[nH]1)c1cn(C)nc1C	0	-2	/	-8	-52	11	-1	-28
Cc1ccc(N(CC(=O)NC(C)C)C(=O)CCC(=O)Nc2nccs2)c(C)c1	1	7	11	5	7	0	-1	1
O=C(Nc1cccc(S(=O)(=O)NC2=NCCC2)c1)c1ccc(C(F)(F)F)cc1	0	0	-3	-2	-3	-3	-3	0
Cc1cccc(NC(=S)NNC(=O)CCn2cc(C)cn2)c1	3	/	6	4	13	-2	-1	/
COc1ccc2c3c(n(C)c2c1)[C@H](CO)N(Cc1cccc(F)c1)CC31CCN(C(=O)Cc2ccccc2)CC1	/	-14	1	20	-9	/	-2	38
C/C(=N\NS(=O)(=O)c1ccc([N+](=O)[O-])cc1)c1ccc2c(c1)OCO2	-3	-4	6	-3	0	-1	2	/
C/C=C/c1ccc2c(c1)O[C@@H](CN(C)C(=O)Nc1ccc(C(F)(F)F)cc1)[C@H](C)CN([C@@H](C)CO)S2(=O)=O	-3	-4	-18	28	12	0[16.7 µM]	1	/
C[C@H](NC(=O)C[C@H]1C[C@H]2c3cc(NC(=O)CC4CC4)ccc3O[C@H]2[C@H](CO)O1)c1ccccc1	0	-4	3	5	-6	0[16.7 µM]	3	/

Seven compounds drawn at random from the list so far, as already listed:
SMILES	Cneo AK release	FN deposition inh	PGC1a acetyl inh	LGR2 antag	EWS-Fli inh	miR122 inh	CASP6 VEID inh	PAX8 reporter
COc1ccc2c3c(n(C)c2c1)[C@H](CO)N(Cc1cccc(F)c1)CC31CCN(C(=O)Cc2ccccc2)CC1	/	-14	1	20	-9	/	-2	38
C[C@H]1CN([C@@H](C)CO)S(=O)(=O)c2ccc(C#CCC3CCCC3)cc2O[C@H]1CN(C)C(=O)CC1CC1	-4	/	24	18	13	0[16.7 µM]	0	46
C[C@H](NC(=O)C[C@H]1C[C@H]2c3cc(NC(=O)CC4CC4)ccc3O[C@H]2[C@H](CO)O1)c1ccccc1	0	-4	3	5	-6	0[16.7 µM]	3	/
C/C=C/c1ccc2c(c1)O[C@@H](CN(C)C(=O)Nc1ccc(C(F)(F)F)cc1)[C@H](C)CN([C@@H](C)CO)S2(=O)=O	-3	-4	-18	28	12	0[16.7 µM]	1	/
C/C(=N\NC(=O)c1ccn[nH]1)c1cn(C)nc1C	0	-2	/	-8	-52	11	-1	-28
Cc1cccc(NC(=S)NNC(=O)CCn2cc(C)cn2)c1	3	/	6	4	13	-2	-1	/
COC(=O)C1=C(O)/C(=C\c2ccc(O)c(OC)c2)N=C1C	0	/	9	-3	/	-2	/	/

Bioassay records deposited in PubChem by Broad Institute.

Outcome played no part in choosing rows. Share with any hit: about 2.5%.
